Pin1 inhibitor: blocks the human prolyl isomerase Pin1; Q13526; Pin1 FP peptide displacement, HiFluor488, 10 min; Potency, µM (titrated, usually from 115 µM), inactives show at the top dose activity, negative = inhibition, most hits filed as inhibitors; 390,000 tested, 0.009% active; active = well fitted inhibition curve with a large enough effect in the polarisation, with a control signal flat, not every such curve was filed as active; inconclusive = small, poorly fitted or top-dose-only effect, or effect the other way, or a change in a side signal; inactive = no such curve, though single readings can be large or run the other way; the % refers to the polarisation; note: potency is the fitted concentration of half-maximal effect; % is set by controls: 0 for no effect and ±100 for the full control effect
Target sequence (Q13526 whole entry, looked up): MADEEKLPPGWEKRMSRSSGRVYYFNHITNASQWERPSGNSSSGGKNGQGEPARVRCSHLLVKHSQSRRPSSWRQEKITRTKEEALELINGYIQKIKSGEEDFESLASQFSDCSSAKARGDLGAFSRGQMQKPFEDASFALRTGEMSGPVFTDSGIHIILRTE
mIDH1 inhibitor: blocks human mutant IDH1 R132H enzyme. Potency, µM (titrated, usually from 76.6 µM), inactives show at the highest dose activity change, negative = inhibition, usual class: inhibitors. AID 602179. 390,000 tested, 0.093% active. IDH1-R132H enzyme, NADPH consumption, diaphorase/resazurin fluorescence; note: potency is the fitted concentration of half-maximal effect; % is set by controls: 0 for no effect and ±100 for the full control effect; nearly all actives have a fitted effect of over 65% in size
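IDH1-R132H (0.5 ug/mL dispensed) in pH 7.5 Tris buffer was preincubated 30 min with compound, then given a substrate mix of 0.016 mM NADPH and 2 mM alpha-KG for 80 min at room temperature; remaining NADPH was read by diaphorase/resazurin fluorescence.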
D2 antagonist: antagonists of human D2 dopamine receptor; P14416; HEK293 TREx D2 cells, calcium flux, dopamine EC80; inhibition, % at 10 µM; 340,000 tested, 2% active; AID 485344; in the data active = inhibition above about 30%; note: 0% is about no effect
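Calcium mobilization kinetics were recorded at 1 s intervals in tetracycline-induced HEK293 T-REx D2 cells, first for 180 s after compound addition and then 180 s after EC80 dopamine.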
TrxR1 substrate: rat thioredoxin reductase 1 substrate activity; O89049; purified TrxR1 substrate turnover, NADPH consumption readout; Potency, µM (titrated, usually from 114 µM), for inactives: top-dose activity change, negative = substrate turnover; 390,000 tested, 0.01% active; note: potency is the fitted concentration of half-maximal effect; % is set by controls: 0 for no effect and ±100 for the full control effect; nearly all actives have a fitted effect of over 50% in size
Target sequence (O89049 whole entry, looked up): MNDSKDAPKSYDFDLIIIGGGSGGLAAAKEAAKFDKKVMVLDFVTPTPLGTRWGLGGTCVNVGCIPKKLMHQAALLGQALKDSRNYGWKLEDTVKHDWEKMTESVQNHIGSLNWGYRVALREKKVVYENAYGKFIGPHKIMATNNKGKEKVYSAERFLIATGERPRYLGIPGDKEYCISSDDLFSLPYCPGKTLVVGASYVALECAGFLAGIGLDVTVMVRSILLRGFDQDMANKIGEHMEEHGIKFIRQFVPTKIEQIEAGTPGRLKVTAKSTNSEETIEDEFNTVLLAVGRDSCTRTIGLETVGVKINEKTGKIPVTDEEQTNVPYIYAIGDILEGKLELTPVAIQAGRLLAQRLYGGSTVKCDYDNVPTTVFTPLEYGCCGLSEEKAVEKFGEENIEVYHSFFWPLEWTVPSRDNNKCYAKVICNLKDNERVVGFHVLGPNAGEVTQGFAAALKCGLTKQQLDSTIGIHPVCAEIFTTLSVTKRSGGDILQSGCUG
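Rat TrxR1, dispensed at 90 nM, was prereduced with 400 uM NADPH (final) for 5 min at ~22 deg C, then incubated with compound 15 min before 400 uM selenite. A first-read NADPH fluorescence drop versus no-compound background flagged substrates.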
USP1 inh: blocks the human USP1/UAF1 deubiquitinase complex | AID 743255 | Potency, µM (doses to about 57.1 µM), for inactives: top-dose activity change, negative = inhibition, hits mostly inhibitors | O94782 | recombinant USP1/UAF1, Ub-Rhodamine cleavage fluorescence | 390,000 tested, 0.23% active; note: potency is the fitted concentration of half-maximal effect; % is set by controls: 0 for no effect and ±100 for the full control effect; nearly all actives have a fitted effect of over 60% in size; inactives centre near -12
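USP1/UAF1 complex (1 nM) preincubated 15 min at room temperature with compound, then Ub-Rho substrate (150 nM final) added. Kinetic fluorescence at 480/540 nm over 6 reads at 60 s intervals; 50 mM HEPES pH 7.8, 0.5 mM EDTA, 0.1 mg/ml BSA, 1 mM TCEP, 0.01% Tween-20.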
D2 agonist: D2 dopamine receptor (human) agonism | activation, % at 2 µM | 340,000 tested, 0.53% active | P14416 | HEK293 T-REx D2 cells, calcium flux agonist mode;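 active = activation over 3 SD above normal in the single-dose calcium agonist read, cut at about 30% in these data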; note: 0% is about no effect
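In this primary screen, compounds producing a positive calcium signal within 180 s of addition to tetracycline-induced, force-coupled HEK293 Trex D2 cells are flagged; cells are dye-loaded with a no-wash calcium kit beforehand.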
TRHR agonist: activates the human TRH receptor | P34981 | TRHR cells, calcium flux fluo-8, FDSS agonist mode | activation, % at 2 µM | 360,000 tested, 0.18% active | AID 493084; in the data active = activation above about 30%; note: 0% is about no effect
Target sequence (P34981 whole entry, looked up): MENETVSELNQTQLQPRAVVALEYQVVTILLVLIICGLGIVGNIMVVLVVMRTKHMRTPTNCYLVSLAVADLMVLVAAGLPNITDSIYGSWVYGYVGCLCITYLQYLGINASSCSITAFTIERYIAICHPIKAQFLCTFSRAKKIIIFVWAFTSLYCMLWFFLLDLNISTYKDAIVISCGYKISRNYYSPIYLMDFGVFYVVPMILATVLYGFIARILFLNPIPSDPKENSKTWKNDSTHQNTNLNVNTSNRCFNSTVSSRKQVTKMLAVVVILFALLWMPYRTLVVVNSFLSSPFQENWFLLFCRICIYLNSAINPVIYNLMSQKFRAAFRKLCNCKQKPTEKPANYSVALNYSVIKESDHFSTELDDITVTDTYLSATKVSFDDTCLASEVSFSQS
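Read-out: compound-evoked intracellular calcium rise in TRHR cells, fluo-8 dye, kinetic FDSS fluorescence at 1 s/cycle following a 10-cycle baseline. Cells cultured overnight before dye loading (30 min–1.5 h, RT).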
rTrxR1 inhibitor: blocks rat thioredoxin reductase 1 | O89049 | recombinant rTrxR1, NADPH fluorescence consumption, selenite substrate | Potency, µM (doses to about 114 µM), without a hit: at the highest dose activity change, negative = inhibition, most hits filed as inhibitors | 390,000 tested, 1% active; note: potency is the fitted concentration of half-maximal effect; % is set by controls: 0 for no effect and ±100 for the full control effect; nearly all actives have a fitted effect of over 65% in size
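Rat TrxR1 (90 nM in the dispensed reagent) was pre-reduced with 400 uM NADPH for 5 min at room temperature, then incubated with compound for 15 min. After 400 uM selenite was added, NADPH fluorescence (Ex 340/Em 450 nm) was followed for 8 min.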
TRHR enhancer: allosterically enhances the human TRH receptor | P34981 | TRHR cells, fluo-8 calcium fluorescence, EC20 TRH enhancement | enhancement, % at 2 µM | 360,000 tested, 0.66% active; in the data active = enhancement above about 30%; note: 0% is about no effect
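TRHR-expressing cells loaded with fluo-8 calcium dye were read kinetically (ex 480/em 530) during compound addition, then stimulated with an EC20 of TRH (10 nM final). Enhancement of the Gq-mediated intracellular calcium response was scored.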
An asterisk follows results filed as active; ? = inconclusive; . = no result given; & = joins results of further samples; [ ] = remark or other dose. Unless noted, calls come from the whole dose curve; as a rule, active = well fitted inhibition curve with a large enough effect; inconclusive = small, poorly fitted or top-dose-only effect; inactive = no such curve, though single readings can be large or run the other way. Only part of the results is shown; the hit share may differ from the screen's.

Structure	Pin1 inhibitor	mIDH1 inhibitor	D2 antagonist	TrxR1 substrate	USP1 inh	D2 agonist	TRHR agonist	rTrxR1 inhibitor	TRHR enhancer
O=Cc1ccc(-c2cc(Cl)ccc2Cl)[nH]1	9%	1%	7	3%	-6%	-0.2	-0.1	15%[57.1 µM]	7
COc1ccc(S(=O)(=O)N(C)C2CCN(C)CC2)cc1	-1%	-8%	12	2%[57.1 µM]	-8%	-1.1	0.1	22%[57.1 µM]	1
CCOC(=O)c1cnc2c(C)c(C)ccc2c1NCCN1CCOCC1	-2%	6%	1	-8%[57.1 µM]	-26%	-1.9	-0.7	9%[57.1 µM]	3
Cc1ccccc1CN1C(=O)c2ccccc2Sc2ccc(C(=O)NC(C)c3ccccc3)cc21 (stereo unspecified)	17%	-16%	.	1%[57.1 µM]	-13%	-0.4	1.4	23%[57.1 µM]	4
CCOc1ccc(NC(=O)c2ccc3c(=O)n4c(nc3c2)CCCCC4)cc1	-1%&1%	1%	10	-7%&3%	-15%&2%	-0.1&-0.7	-0.2&-0.8	4%&3%	3&-5
CN(C)/C=C/C(=O)c1ccc(Br)s1	-5%	5%	-9	-13%	-12%	0.6	0.3	-23%	0
COc1cccc2cc(C(C)N(CCCN3CCOCC3)C(=O)Nc3ccccc3)oc12 (stereo unspecified)	-4%	0%	.	-2%	-3%	.	0.0	6%	3
CCCCCCn1nc(C(=O)OCC(=O)c2c(N)n(C)c(=O)n(C)c2=O)c2ccccc2c1=O	5%	-6%	12	-2%	-26%	-0.3	-1.4	9%	2
CCOc1ccccc1OCC(=O)NNC(=O)Cn1cnc2c1c(=O)n(C)c(=O)n2C	-1%	6%	5	10%[57.1 µM]	-1%	-0.5	-0.4	6%[57.1 µM]	7
Cc1ccc(NS(=O)(=O)c2cccc(C(=O)O)c2)cc1S(=O)(=O)N1CCCCC1	-14%	3%	-12	2%	-12%	1.0	0.0	-5%	6
COc1ccc2nc(N3C(=O)C(O)=C(C(=O)c4ccco4)C3c3ccc(C)o3)sc2c1 (stereo unspecified)	?	11%	-8	-8%[57.1 µM]	-6%	0.3	0.2	-25%[57.1 µM]	0
Cc1ccc(C(=O)N(CCc2ccccc2)Cc2ccccc2)cc1S(=O)(=O)N1CCOCC1	?	-4%	.	-3%	-6%	.	.	20%	.
CCc1ccc(CN(Cc2ccco2)C(=O)COc2ccccc2Cl)cc1	0%	0%	.	-8%	-20%	.	7.5	7%	0
COc1ccc2[nH]c(C)c(C(=O)CN3CC(C)OC(C)C3)c2c1 (stereo unspecified)	2%	-1%	-2	4%[11.4 µM]	-5%	10	0.1	21%[11.4 µM]	0
Cc1ccccc1OCCC(=O)OCC(=O)Nc1ccc(C(N)=O)cc1	-14%	-5%	17	-1%	-1%	0.6	0.6	13%	-4

Following part:
Structure	Pin1 inhibitor	mIDH1 inhibitor	D2 antagonist	TrxR1 substrate	USP1 inh	D2 agonist	TRHR agonist	rTrxR1 inhibitor	TRHR enhancer
O=C(CCNC(=O)c1ccc([N+](=O)[O-])cc1)Nc1ccccc1N1CCCC1	1%	9%	-10	-8%	-22%	0.3	-0.6	-17%	-3
COC(=O)CSC1=C(C#N)C(c2cccc(OC)c2)CC(=O)N1 (stereo unspecified)	-2%	-3%	-5	1%	?	-0.8	0.2	12%	2
COc1ccc(S(=O)(=O)Nc2ccc3c(c2)C(=O)N([C@H](C)CO)C[C@H](C)[C@@H](CN(C)C(=O)Nc2ccc(C(F)(F)F)cc2)O3)cc1	21%	-3%	.	-2%[57.1 µM]	-16%	.	.	8%[57.1 µM]	.
COc1ccc(C(=O)CSc2nnc(COc3ccccc3)n2Cc2ccco2)cc1	14%	0%	-26	-3%	-10%	2.9	2.3	?	-4
COCCCn1c(=O)c2sccc2n2c(CCCC(=O)NCc3ccc(F)cc3)nnc12	-4%&2%	-8%&0%	16	13%&10%	-22%&2%	-0.4	0.0&-0.1	27%&12%	-3&14
Cc1ccc(S(=O)(=O)NCCN2CCOCC2)c(C)c1C	-5%	0%	0	-5%	-16%	0.4	0.0	-3%	13
CCOc1cc(/C=N/NC(=O)c2cc3c(ccc4ccccc43)o2)ccc1O	2%	10%	6	13%	-22%	0.3	-0.8	?	13
O=C(CCC(=O)OCc1ccc(C(=O)Oc2ccc(Cl)cc2)cc1)Nc1ccccc1	0%	-5%	8	-9%	1%	-0.1	1.2	-3%	-2
CS/C(=N\S(=O)(=O)c1cccs1)Nc1ccc(Br)cc1F	0%&2%	20%&12%	8	-2%&-14%	-13%&-6%	-0.8	0.8	10%	1
O=C(CCN1C(=O)C2C3C=CC(C3)C2C1=O)Nc1ccccc1 (stereo unspecified)	5%	-6%	1	-4%	-8%	-0.2	0.4	4%	-2
CCOC(=O)CSc1n[nH]c(NS(=O)(=O)c2ccccc2C(F)(F)F)n1	-4%	0%	12	-4%[57.1 µM]	-7%	0.5	0.6	1%[57.1 µM]	1
COc1ccc(OC)c(NC(=O)C2CCC(CNc3c(N4CCOCC4)c(=O)c3=O)CC2)c1 (stereo unspecified)	-12%	0%	-2	17%[0.0914 µM]	-17%	-0.2	-0.2	8%	0
CC(=O)c1cnc2c(-c3ccc(Cl)cc3)cnn2c1C	-1%	1%	-12	-3%	-5%	-0.9	-0.2	6%	1
CCCc1cnc2c(c1SCC(=O)Nc1ccc([N+](=O)[O-])cc1)c(=O)n(C)c(=O)n2C	-3%	16%	.	-6%[57.1 µM]	-8%	-1.5	0.6	8%[57.1 µM]	-5
COc1ccc(N2CCN(C(=O)COC(=O)/C=C/c3ccc(C(F)(F)F)cc3)CC2)cc1	-14%	2%	1	3%[57.1 µM]	-2%	0.1	0.9	8%[57.1 µM]	-3

Next section (two carried over from the part before).
Structure	Pin1 inhibitor	mIDH1 inhibitor	D2 antagonist	TrxR1 substrate	USP1 inh	D2 agonist	TRHR agonist	rTrxR1 inhibitor	TRHR enhancer
CCCc1cnc2c(c1SCC(=O)Nc1ccc([N+](=O)[O-])cc1)c(=O)n(C)c(=O)n2C	-3%	16%	.	-6%[57.1 µM]	-8%	-1.5	0.6	8%[57.1 µM]	-5
COc1ccc(N2CCN(C(=O)COC(=O)/C=C/c3ccc(C(F)(F)F)cc3)CC2)cc1	-14%	2%	1	3%[57.1 µM]	-2%	0.1	0.9	8%[57.1 µM]	-3
COc1cccc(C(=O)N(Cc2ccc(N(C)C)cc2)C2CCS(=O)(=O)C2)c1 (stereo unspecified)	-5%	11%	-5	-4%	-3%	0.8	1.4	0%	6
N#Cc1ccccc1NC(=O)C1CC(=O)N(c2ccc3c4c(cccc24)CC3)C1 (stereo unspecified)	1%	7%	2	3%[57.1 µM]	-19%	1.3	-1.9	7%[57.1 µM]	-5
Cn1c(SCC(=O)NCc2ccc3c(c2)OCO3)nc2scc(-c3cccs3)c2c1=O	19%	-4%	5	6%[57.1 µM]	-1%	-0.8	0.0	-12%[57.1 µM]	-5
Cn1cc(C(=O)NC2CCCCCC2)c(=O)c2cc(S(=O)(=O)N3CCCC3)ccc21	-8%	-2%	3	-10%	-3%	3.0	0.5	-5%	-15
CCOC(=O)N1CCN(Cc2nc(N)nc(Nc3ccc(C)cc3)n2)CC1	4%	1%	.	4%[57.1 µM]	-15%	.	-0.8	-19%[57.1 µM]	3
CSc1nc(-c2ccccc2)nc(N2CCN(C)CC2)c1C(C)=O	0%	0%	-5	7%[57.1 µM]	-26%	0.0	0.4	9%[57.1 µM]	-4
CCOC(=O)[C@H]1[C@H]2COc3ccc(OC)cc3[C@H]2N2C(=O)CN(Cc3ccccc3)C(=O)[C@@]12C	1%	6%	.	3%	-12%	.	.	9%	.
CC1(C)S/C(=N/N=C/c2ccco2)NC1=O	4%	2%	4	-18%	-1%	-0.4	-0.2	-11%	6
Cc1ccc(CN2CCC(CNC(=O)Nc3cccc(C)c3C)C2)cc1 (stereo unspecified)	-6%	0%	.	2%	-21%	-0.4	-0.3	28%	-4
Cn1c(CN2CCCC2)nc2cc(NC(=O)Nc3ccccc3)ccc21	-6%	-16%	-10	9%	-9%	0.4	-0.2	19%	1
N/C(=N/OCc1cccc([N+](=O)[O-])c1)c1nonc1N	-10%	5%	-10	-9%	-10%	2.4	-0.4	-6%	-2
O=C(CSc1ccccc1Cl)c1ccco1	-3%	2%	10	-8%	0%	0.7	-0.4	?	-2
CCO[C@@H]1OC(C(=O)NCc2ccccc2)=C[C@H](c2ccccc2)[C@H]1CCCO	1%	-3%	0	11%[57.1 µM]	-12%	0.0	0.3	2%[57.1 µM]	8
CCc1ccc(N2CC(C(=O)Nc3cc(C)on3)CC2=O)cc1 (stereo unspecified)	0%	16%	-1	14%[57.1 µM]	?	0.1	0.3	20%[57.1 µM]	7

Look-ups from above.
TRHR enhancer with `Cn1c(CN2CCCC2)nc2cc(NC(=O)Nc3ccccc3)ccc21` is entered as 1
USP1 inh with `CCOC(=O)N1CCN(Cc2nc(N)nc(Nc3ccc(C)cc3)n2)CC1` is entered as -15%
TRHR enhancer with `CC1(C)S/C(=N/N=C/c2ccco2)NC1=O` is entered as 6
mIDH1 inhibitor with `COc1cccc(C(=O)N(Cc2ccc(N(C)C)cc2)C2CCS(=O)(=O)C2)c1` (stereo unspecified) is entered as 11%

Screens: PubChem, National Center for Advancing Translational Sciences (NCATS)
